Bioassay records as filed in PubChem BioAssay.
GoLoco inh red: RGS12 GoLoco-Gai1 interaction inhibition | P63096 | Gai1:RGS12 GoLoco peptide FP, rhodamine, 10 min | Potency, µM (highest dose often 61.6 µM), for the others: at the highest dose activity, negative = inhibition, hits mostly inhibitors | actives 0.44% (n = 230,000); active = well fitted inhibition curve with a large enough effect, not every such curve was filed as active; inactive = no such curve, though single readings can be large or run the other way; note: % is set by controls: 0 for no effect and ±100 for the full control effect; nearly all actives have a fitted effect of over 30% in size; many of its hits are not listed in these tables
Target sequence (P63096 whole entry, looked up): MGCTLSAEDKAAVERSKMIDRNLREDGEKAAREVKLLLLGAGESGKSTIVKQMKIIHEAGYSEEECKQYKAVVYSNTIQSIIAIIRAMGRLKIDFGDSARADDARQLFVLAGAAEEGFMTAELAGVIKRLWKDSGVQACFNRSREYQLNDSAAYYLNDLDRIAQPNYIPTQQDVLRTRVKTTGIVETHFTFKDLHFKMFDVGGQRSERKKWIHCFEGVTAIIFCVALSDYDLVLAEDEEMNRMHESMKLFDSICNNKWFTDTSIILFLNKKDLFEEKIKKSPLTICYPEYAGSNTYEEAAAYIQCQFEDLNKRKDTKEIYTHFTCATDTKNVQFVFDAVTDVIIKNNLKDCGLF
ALDH1A1 block: ALDH1A1 (human) enzyme inhibition | P00352 | Purified ALDH1A1, NADH fluorescence, propionaldehyde substrate | Potency, µM (titrated, usually from 75.3 µM), for the others: at the top dose activity, negative = inhibition, usual class: inhibitors | actives 7.3% (n = 220,000) | AID 1030; active = well fitted inhibition curve with a large enough effect, not every such curve was filed as active; inconclusive = small, poorly fitted or top-dose-only effect, or another doubt; inactive = no such curve, though single readings can be large or run the other way;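 note: plate controls were no enzyme wells and a reference inhibitor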
Target sequence (P00352 whole entry, looked up): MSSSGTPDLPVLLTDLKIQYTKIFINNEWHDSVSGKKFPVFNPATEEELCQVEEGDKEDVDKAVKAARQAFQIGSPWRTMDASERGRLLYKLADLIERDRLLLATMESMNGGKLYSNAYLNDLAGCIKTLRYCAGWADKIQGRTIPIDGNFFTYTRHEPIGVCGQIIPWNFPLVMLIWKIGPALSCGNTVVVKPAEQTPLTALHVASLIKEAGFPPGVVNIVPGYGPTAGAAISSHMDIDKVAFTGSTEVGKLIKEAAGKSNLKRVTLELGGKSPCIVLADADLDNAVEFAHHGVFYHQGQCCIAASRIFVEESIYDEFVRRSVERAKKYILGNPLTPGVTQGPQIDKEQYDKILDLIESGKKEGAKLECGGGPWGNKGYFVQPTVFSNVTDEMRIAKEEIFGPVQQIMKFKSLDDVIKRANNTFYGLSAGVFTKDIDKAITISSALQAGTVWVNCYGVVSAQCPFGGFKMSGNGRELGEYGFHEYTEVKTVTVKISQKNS
aGlu spleen mod: lysosomal alpha-glucosidase (human) modulation; human spleen homogenate, 4-MU-alpha-glucoside fluorescence; Potency, µM (highest dose often 79.9 µM), inactives show at the top dose activity change, negative = inhibition, most hits filed as inhibitors; actives 0.006% (n = 240,000); AID 2112;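 note: 0% = enzyme with vehicle and -100% = no enzyme basal signal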
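AC50 values come from Hill-equation fits of concentration-response data, normalized to no-enzyme and full-activity controls. Enzyme source: 1 ug human spleen homogenate; 1 mM fluorogenic 4-MU glucoside, pH 5.0 citrate buffer, 37 C, 40 min.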
SMN2 splice enh: increases expression of the SMN2 splice variant. HEK293 SMN2-luciferase splicing reporter, luminescence, 30-36 h. Potency, µM (top dose mostly 46.1 µM), for the others: at the highest dose activity change, positive = activation, most hits filed as activators. actives 2.8% (n = 210,000). AID 1458; note: % of control where 0% means no effect; nearly all actives have a fitted effect of over 55% in size
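qHTS luciferase splicing reporter: luminescence rises when SMN2 exon 7 is included in transfected HEK293 cells. Compound exposure lasted 30-36 h at 37C, with 4.5 mM final sodium butyrate as control, followed by a ONE-Glo read.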
GAA inhib: blocks human lysosomal alpha-glucosidase. P10253. purified human GAA, 4-MU-alpha-glucoside fluorescence. Potency, µM (top dose mostly 76.9 µM), for inactives: at the top dose activity change, negative = inhibition, hits mostly inhibitors. actives 0.005% (n = 200,000);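 note: plate controls were uninhibited enzyme wells for no effect and no-enzyme background for full effect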
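Human enzyme at 4 nM with 400 uM 4-methylumbelliferyl-alpha-D-pyranoside, citrate/phosphate buffer pH 5.0, 0.005% Tween-20, 20 min at room temperature. Compounds up to 77 uM. 4-MU fluorescence (Ex 365/Em 440) read after NaOH/glycine stop; AC50 from Hill fit.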
JMJD2E inh: inhibitors of human JMJD2E histone demethylase; B2RXH2; JMJD2E catalytic domain, FDH-coupled NADH fluorescence (FDH is formaldehyde dehydrogenase); Potency, µM (series often up to 57.1 µM), for inactives: top-dose activity change, negative = inhibition, hits mostly inhibitors; actives 1.6% (n = 230,000); AID 2147; active = well fitted inhibition curve with a large enough effect, not every such curve was filed as active; inconclusive = small, poorly fitted or top-dose-only effect, or another doubt; inactive = no such curve, though single readings can be large or run the other way;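 note: 0% = wells with enzyme and -100% = buffer wells without enzyme; nearly all actives have a fitted effect of over 50% in size; many of its hits are not listed in these tables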
GLA spleen mod: alpha-galactosidase A (human) modulation; Potency, µM (doses to about 80 µM), for inactives: at the highest dose activity change, negative = inhibition, most hits filed as inhibitors; actives 0.008% (n = 240,000); AID 2107; P06280; human spleen homogenate, 4MU-alpha-Gal fluorescence, 40 min;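 note: 0% = enzyme with vehicle and -100% = no enzyme basal signal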
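Fluorogenic readout (Ex 365/Em 440 nm) of 4-methylumbelliferone released from 1 mM 4-MU-alpha-galactoside by spleen homogenate, 40 min at 37C, pH 5.0. Data normalized to no-enzyme and enzyme controls; Hill-equation AC50 from compound titrations.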
GAA glycogen: GAA glycogen-cleavage inhibition or activation; recombinant GAA, glycogen substrate, Amplex Red glucose oxidase fluorescence; Potency, µM (doses to about 76.4 µM), for the others: at the top dose activity change, negative = inhibition, actives largely listed as inhibitors; actives 0.38% (n = 300,000); AID 2100;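 note: 0% = full enzyme reaction and -100% = no-enzyme basal signal; the screen sought inhibitors and activators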
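qHTS, 1536-well; enzyme 4 nM final; cpd up to 77 uM; substrate bovine liver glycogen 30 ug; 50 mM citrate/phosphate pH 5.0, 0.01% Tween-20; 37 C, 40 min; Amplex Red detection 45 min RT; Hill fit → AC50.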
* hit, by the source's call; ? = inconclusive; nt = no result given; & = joins results of further samples; [ ] = dose if it differs, or a comment. Unless noted, calls come from the whole dose curve; as a rule, active = well fitted curve in the direction sought with a large enough effect; inconclusive = small, poorly fitted or top-dose-only effect, or another doubt; inactive = no such curve, though single readings can be large; an effect the other way counts as inactive or inconclusive. Potency is the fitted concentration of half-maximal effect. Some of the compounds tested (hit frequency here may not be typical).

SMILES	GoLoco inh red	ALDH1A1 block	aGlu spleen mod	SMN2 splice enh	GAA inhib	JMJD2E inh	GLA spleen mod	GAA glycogen
CC(C)(C)c1cc(C(=O)O)nn1-c1ccccc1	-1%	?	10%	-2%	-1%	3%	2%	nt
C/C(Cn1cnc([N+](=O)[O-])n1)=N\NC(=O)c1ccccc1O	10%	13%	-3%	nt	?	-4%	-7%	?
CC(=O)Nc1nc(NC(=O)/C=C/c2ccccc2)n(-c2ccccc2)n1	10%	7%	-21%	-32%[inhibitor]	-15%	-7%	11%	3%
Cc1cc(C)nc(/N=C(\N)Nc2ccc(S(=O)(=O)O)cc2)n1	4%	12%	-20%	8%	1%	6%	-5%	2%
CC1CC(C)(C)n2c(O)c(N=NC(N)=S)c3cccc1c32 (configuration not stated)	-6%	nt	-3%	nt	nt	8%	0%	0%
Cc1ccc(S(=O)(=O)NCC(=O)OCC(=O)N(Cc2ccccc2)C(C)(C)C)cc1	9%	-6%	0%	1%	3%	3%	6%	5%
Clc1cc(Cl)cc(Cl)c1	3%	3%	-2%	-8%	nt	nt	7%	nt
COc1ccc2c(c1OC)C(=O)OC2Nc1nc2ccccc2s1 (configuration not stated)	8%	nt	-11%	nt	nt	-15%	-5%	6%
O=C(O)c1cccc(NS(=O)(=O)c2cccc3cccnc23)c1	-12%	0%	11%	6%	-3%	-6%	7%	-17%
CN(c1ccc(C(=O)N2CCN(Cc3ccc4c(c3)OCO4)CC2)cc1)S(C)(=O)=O	-4%	-2%	-3%	nt	-2%	-1%	-5%	2%
Cc1ccc(C(=O)Cn2cccn2)cc1	13%	-4%	3%	-7%	0%	5%	6%	-6%
O=C(c1cnn2c1NC(c1ccc(Br)cc1)CC2C(F)(F)F)N1CCN(C23CC4CC(CC(C4)C2)C3)CC1 (configuration not stated)	12%	-17%	-10%	-25%	-3%	-10%	-4%	-3%
CC(=O)c1[nH]c(C)c(C(C)=O)c1C	-19%	6%	-12%	1%	-2%	-4%	-7%	2%
CC1CCCN(S(=O)(=O)c2ccc(C(=O)Nc3ccccc3-c3nc4ccccc4[nH]3)cc2)C1 (configuration not stated)	0%	?	0%	-5%	0%	?	2%	-13%
COc1ccc(N2CCN(c3ccc(C(N)=O)cc3[N+](=O)[O-])CC2)cc1	8%	-4%	0%	-11%	3%	-6%	5%	-4%

Eleven entries from above, arranged by formula weight, ascending.
SMILES	GoLoco inh red	ALDH1A1 block	aGlu spleen mod	SMN2 splice enh	GAA inhib	JMJD2E inh	GLA spleen mod	GAA glycogen
CC(=O)c1[nH]c(C)c(C(C)=O)c1C	-19%	6%	-12%	1%	-2%	-4%	-7%	2%
Cc1ccc(C(=O)Cn2cccn2)cc1	13%	-4%	3%	-7%	0%	5%	6%	-6%
CC(C)(C)c1cc(C(=O)O)nn1-c1ccccc1	-1%	?	10%	-2%	-1%	3%	2%	nt
CC1CC(C)(C)n2c(O)c(N=NC(N)=S)c3cccc1c32 (configuration not stated)	-6%	nt	-3%	nt	nt	8%	0%	0%
C/C(Cn1cnc([N+](=O)[O-])n1)=N\NC(=O)c1ccccc1O	10%	13%	-3%	nt	?	-4%	-7%	?
Cc1cc(C)nc(/N=C(\N)Nc2ccc(S(=O)(=O)O)cc2)n1	4%	12%	-20%	8%	1%	6%	-5%	2%
COc1ccc(N2CCN(c3ccc(C(N)=O)cc3[N+](=O)[O-])CC2)cc1	8%	-4%	0%	-11%	3%	-6%	5%	-4%
CN(c1ccc(C(=O)N2CCN(Cc3ccc4c(c3)OCO4)CC2)cc1)S(C)(=O)=O	-4%	-2%	-3%	nt	-2%	-1%	-5%	2%
Cc1ccc(S(=O)(=O)NCC(=O)OCC(=O)N(Cc2ccccc2)C(C)(C)C)cc1	9%	-6%	0%	1%	3%	3%	6%	5%
CC1CCCN(S(=O)(=O)c2ccc(C(=O)Nc3ccccc3-c3nc4ccccc4[nH]3)cc2)C1 (configuration not stated)	0%	?	0%	-5%	0%	?	2%	-13%
O=C(c1cnn2c1NC(c1ccc(Br)cc1)CC2C(F)(F)F)N1CCN(C23CC4CC(CC(C4)C2)C3)CC1 (configuration not stated)	12%	-17%	-10%	-25%	-3%	-10%	-4%	-3%

Next section:
SMILES	GoLoco inh red	ALDH1A1 block	aGlu spleen mod	SMN2 splice enh	GAA inhib	JMJD2E inh	GLA spleen mod	GAA glycogen
COc1ccc(-n2c3c(c(=O)[nH]c2=O)C(C(F)(F)F)(C(F)(F)F)N=C(CC(C)C)N3)cc1	5%	-3%	-12%	-7%	0%	3%	1%	1%
Cc1c(C(O)CN2CCC(C(N)=O)CC2)c2ccccc2n1C (configuration not stated)	7%	?	-9%	-4%	-2%	-14%	-14%	-13%
Cc1ccc(NC(=O)CCC(=O)N/N=C/c2ccco2)c(C)c1	9%	-9%	-19%	-3%	4%	-1%	-1%	-1%
Cc1cc(Oc2ccc(Cl)cc2)nc(SCC(=O)c2ccccc2)n1	4%	-8%	-14%	-17%	1%	3%	0%	-6%
COc1cc(CNC(=O)c2cccc(COc3ccc(Cl)cc3)c2)cc(OC)c1	7%	5%	0%	2.5µM*	-1%	-3%	2%	5%
CC(=O)Nc1ccc(NC(=O)COc2c(C)cc(Br)cc2C)cc1	13%	-5%	12%	-4%	3%	-8%	5%	19%
CCOC(=O)CC(=O)CSc1nc2c(c(C)c1C#N)CCC2	-1%	13%	-3%	-6%	-1%	-7%	-1%	0%
O=C(COC(=O)/C=C/c1ccco1)NCc1ccc2c(c1)OCO2	5%	-8%	-4%	3%	-4%	-13%	-7%	-2%
CCCN(Cc1ccc(N(C)C)cc1)CC1CC1	-4%	10%	-12%	-7%	0%	-9%	3%	-8%
COC(=O)[C@@H](NC(=O)O[C@@H]1C(=O)c2cc(OC)ccc2O[C@H]1c1cccc(OC)c1)C(C)C	2%	-13%	4%	10%	nt	?	4%	nt
CC(C)OC(=O)CCNc1n[nH]c(=O)[nH]c1=O	-2%	-1%	-8%	nt	-2%	10%	-8%	3%
CCn1c(SCC(N)=O)nc2c(c1=O)C1(CCCC1)Cc1ccccc1-2	9%	?	0%	5%	-4%	-10%	4%	0%
CN(C)S(=O)(=O)Oc1cc(Cl)ccc1C(=O)Nc1ccc(F)cc1F	8%	-11%	nt	-3%	-7%	0%	2%	2%
Cc1cc(C)c2cc(CN(Cc3nnnn3Cc3ccc(F)cc3)C3CCCC3)c(=O)[nH]c2c1	19%	?	-5%	-14%	3%	?	12%	17%
O=C(Cc1ccccc1)NCC1OCCc2ccccc21 (configuration not stated)	11%	?	-1%	nt	1%	-14%	0%	-5%
CCCCOC(=O)CNc1n[nH]c(=S)[nH]c1=O	-40%	?	-2%	2%	-2%	4%	-4%	-5%
Cc1noc(C)c1S(=O)(=O)N(C)Cc1ccccc1	-2%	1%	-1%	1%	1%	1%	-2%	1%
CN(CC(=O)NCCc1ccc(F)cc1)Cc1cccc(Cl)c1	5%	?	1%	-21%	-4%	3%	-1%	5%
CCn1cnc2scc(-c3ccccc3)c2c1=O	-12%	9%	-1%	23%	-6%	-1%	3%	7%
CCNCCC(=O)N1c2ccccc2Sc2ccc(NC(=O)OCC)cc21	-12%	-5%	4%	nt	3%	-15%	7%	-9%
Fc1ccc(C2=NCCC(c3ccccc3)O2)cc1 (configuration not stated)	3%[88.7 µM]	-10%[120 µM]	6%[119 µM]	nt	nt	nt	2%[119 µM]	nt
COc1ccc(C(=O)N(c2ccc(C)cc2)C2C=CS(=O)(=O)C2)cc1OC (configuration not stated)	-4%	-1%	-3%	10%	1%	-1%	-4%	7%
Cn1nc(C(=O)OCC(=O)Nc2ccc3ccccc3c2)c2ccccc2c1=O	-6%	-8%	-6%	6%	?	-6%	-2%	-9%
CCc1ccc(OCCCC(=O)Nc2ccc(S(N)(=O)=O)cc2)cc1	13%	-14%	-12%	nt	-7%	-10%	-2%	14%
COc1ccccc1NC(=O)C1=C(C)NC(=O)NC1c1ccc(C)s1 (configuration not stated)	3%	1%	2%	1%	5%	-4%	6%	-8%
COc1ccc(/C(O)=C2/C(=O)C(=O)N(CC3CCCO3)C2c2cccc(O)c2)cc1 (configuration not stated)	3%	2%	-9%	-5%	-3%	1%	-5%	5%
COc1ccc(CNC(=O)C2CCN(C(=O)N3CCOc4ccc(C)cc43)CC2)cc1	7%	?	-16%	0%&-7%	3%	4%	1%	5%
Cc1cccc2sc(NC(=O)C3c4ccccc4Oc4ccccc43)nc12	4%	-1%	2%	-40%[inhibitor]	-9%	-5%	-7%	-8%
COc1ccc(C2CC(c3c(Cl)cccc3Cl)n3nc(N)nc3N2)cc1 (configuration not stated)	-2%	7%	4%	4%	1%[15.4 µM]	2%	1%	8%
CCC(C)(C)NC(=O)C(c1cccn1C)N(Cc1ccc(C)cc1)C(=O)Cn1nnc2ccccc21 (configuration not stated)	-16%	-6%	7%	16µM*	1%	6%	12%	-20%
N#Cc1c(NC(=O)CSc2ncc(-c3ccccc3)n2CC2CCCO2)sc2c1CCCC2 (configuration not stated)	-5%	?	4%	59%	-14%	0%	7%	-6%
O=C(CN1N=C(c2ccc(Cl)cc2)CCC1=O)NCc1cccnc1	-1%	1%	4%	-8%	-1%	6%	0%	16%
NNC(=S)NCc1ccco1	5%	nt	7%	nt	nt	-2%	14%	?
COc1ccc(NC(=O)Cn2c(-c3ccc(OC)cc3)cn(-c3ccc(C)cc3)c2=O)cc1	-15%	16µM*	-8%	21%	-2%	?	1%	-2%
COc1cccc(CC2(CO)CCCN(Cc3cn[nH]c3C3CCCCC3)C2)c1 (configuration not stated)	6%	?	-10%	nt	-9%	-29%	-8%	-13%
COc1ccc(NC(=O)COC(=O)Cc2c(F)cccc2Cl)cc1	7%	-8%	8%	-8%	6%	0%	-2%	4%
COc1cccc(CNC(=O)CN(c2cc(C)cc(C)c2)S(=O)(=O)c2c(C)noc2C)c1	-3%	-1%	3%	11%	-7%[15.4 µM]	-4%	6%	-8%
